APJ agonist: agonists of human APJ apelin receptor; CHO-K1 APJ PathHunter beta-arrestin, luminescence; 0% DMSO wells, 100% apelin; P35414; activation, % at 20 µM; 330,000 compounds, 0.11% hits;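 active = activation more than six SD over the plate average, tested at 20 µM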;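 note: 0% = DMSO alone and 100% = apelin-13 at 10 nM; some results filed as inactive read as strong as hits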
Target sequence (P35414 whole entry, looked up): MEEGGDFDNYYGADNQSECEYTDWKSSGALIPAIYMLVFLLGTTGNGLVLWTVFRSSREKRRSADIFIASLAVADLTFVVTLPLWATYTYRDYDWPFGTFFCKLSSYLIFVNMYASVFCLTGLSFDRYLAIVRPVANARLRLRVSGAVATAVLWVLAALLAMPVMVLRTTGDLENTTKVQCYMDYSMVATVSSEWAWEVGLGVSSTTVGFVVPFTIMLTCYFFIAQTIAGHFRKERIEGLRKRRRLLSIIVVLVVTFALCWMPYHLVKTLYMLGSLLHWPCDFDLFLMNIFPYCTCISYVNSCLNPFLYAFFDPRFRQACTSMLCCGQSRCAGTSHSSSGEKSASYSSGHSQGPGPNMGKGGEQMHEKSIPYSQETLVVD
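Assay system – PathHunter CHO-K1 APJ (AGTRL-1) beta-arrestin reporter cells · Compound – one dose, 20 µM compound, 1% DMSO · Timing – compound 90 min 25 °C, reagent 1 h · Measured by – luminescence from split beta-galactosidase complementation, Galacton Star/Emerald II substrate · Measure – beta-arrestin recruitment to APJ as agonist activity, luminescent signal · Benchmarks – DMSO vs Apelin-13 10 nM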
Mdm2 MdmX PPI: human Mdm2/MdmX binding inhibition. 330,000 compounds, 3% hits. O15151+Q00987. SaOS-2 split-luciferase Mdm2/MdmX complementation, luminescence. inhibition, % at 8 µM;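 active = inhibition of at least 50% at 8 µM in the primary screen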
UPR CHOP act: activators of apoptotic arm of unfolded protein response (CHOP) | 330,000 compounds, 0.34% hits | AID 449763 | activation, % at 10 µM | CHO-CHOP luciferase reporter, UPR activation, luminescence; percent of tunicamycin response over DMSO baseline;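 active = at 10 µM dose, activation of 40% or more, normalized to positive control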;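 note: 100% = tunicamycin at 10 µg/mL and 0% = DMSO alone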
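assay system = CHO CHOP reporter cells | amount = 500 CHO-CHOP cells per well | buffer or medium = F12 with 10% FBS | incubation = 16-18 h cell attachment, then 6 h compound exposure, 37 °C | detection = luminescence read with Steady-Glo | read-out = percent activation relative to tunicamycin control | controls = tunicamycin high control, DMSO low control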
EBI2 block: EBI2 (human) antagonism. 360,000 compounds, 0.81% hits. inhibition, % at 5 µM. AID 651636. EBI2 beta-arrestin recruitment, luminescence, 7a,25-OHC stimulated; in the data active = inhibition above about 38%;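 note: enzyme fragment complementation signal reports receptor beta-arrestin coupling in cells; 0% = agonist plus DMSO wells and 100% = wells without agonist; some results beyond the cut were filed as inactive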
tim23-1 inh: inhibits growth of tim23-1 mutant yeast. AID 463212. 330,000 compounds, 1.3% hits. S. cerevisiae tim23-1 growth, BacTiter-Glo luminescence, 24 h. inhibition, % at 20 µM;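 active = growth inhibition of the mutant yeast at or above 50%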;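 note: temperature-sensitive mutant grown at 25 °C; plate controls were DMSO-treated mutant yeast for no effect and medium wells lacking yeast for full effect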
UPR XBP1 act: adaptive UPR (XBP1) activation; activation, % at 20 µM; CHO-XBP1 luciferase reporter, IRE1-XBP1 UPR activation, luminescence; percent of tunicamycin response, DMSO as zero; AID 463104; 330,000 compounds, 0.33% hits;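 active = versus positive control, 20 µM dose yields 30% or more activation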;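 note: 100% = tunicamycin at 10 µg/mL and 0% = DMSO only wells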
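Assay system: CHO-XBP1 luciferase reporter cells; Schedule: 6 h treatment, 37 °C; Detection: glow luminescence from Steady-Glo reagent; Benchmarks: high control tunicamycin 10 µg/mL final, low control DMSO vehicle only.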
CXCR6 inh: CXCR6 (human) receptor inhibition. 360,000 compounds, 0.36% hits. O00574. CHO-K1 PathHunter CXCR6 beta-arrestin, luminescence. inhibition, % at 20 µM; in the data active = inhibition above about 34%, passing the limit was not always enough;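 note: antagonist mode with CXCL16 agonist at 10 nM final; 0% = 10 nM CXCL16 with DMSO and 100% = unstimulated wells without agonist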
CCR6 antagonist: blocks CCL20-driven beta-arrestin recruitment at human CCR6; inhibition, % at 20 µM; 340,000 compounds, 0.49% hits; CHO-K1 CCR6 PathHunter beta-arrestin, luminescence, CCL20-stimulated; P51684;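 active = compounds whose inhibition of the agonist-driven luminescence signal at 20 µM reaches about 50%, limit read from the data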;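 note: cells stimulated with CCL20 at 14 nM final; plate controls were DMSO with CCL20 for no effect and DMSO without agonist for full effect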
Target sequence (P51684 whole entry, looked up): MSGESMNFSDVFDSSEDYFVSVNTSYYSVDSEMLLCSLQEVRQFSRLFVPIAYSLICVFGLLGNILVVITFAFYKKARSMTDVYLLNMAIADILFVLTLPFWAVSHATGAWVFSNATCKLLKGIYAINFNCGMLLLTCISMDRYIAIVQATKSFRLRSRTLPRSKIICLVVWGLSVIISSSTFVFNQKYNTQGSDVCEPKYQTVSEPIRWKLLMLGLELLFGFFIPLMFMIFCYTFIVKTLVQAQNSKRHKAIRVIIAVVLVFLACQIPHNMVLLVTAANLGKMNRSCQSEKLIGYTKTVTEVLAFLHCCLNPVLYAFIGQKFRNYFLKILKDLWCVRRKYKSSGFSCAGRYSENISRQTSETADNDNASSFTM
APJ antagonist: blocks the human apelin receptor APJ. P35414. CHO-K1 APJ beta-arrestin complementation, luminescence. inhibition, % at 20 µM. 330,000 compounds, 0.32% hits. AID 2521;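 active = inhibition above about 40% at 20 µM, limit read from the data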;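 note: cells challenged with 10 nM apelin-13 agonist together with compound; plate controls were apelin-13 plus DMSO wells for no effect and DMSO wells lacking apelin-13 for full effect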
* hit, by the source's call.

#	canonical_smiles	APJ agonist	Mdm2 MdmX PPI	UPR CHOP act	EBI2 block	tim23-1 inh	UPR XBP1 act	CXCR6 inh	CCR6 antagonist	APJ antagonist
1	Cn1c(C(=O)OC(C(=O)NCC2CCCO2)c2cccnc2)cc2sccc21 (stereo not given)	-4	6	-0.8	-3	3	-1	-10	-8	18
2	CC1CCN(c2ccccc2NC(=O)c2ccc(Br)o2)CC1	-3	-6	0.5	14	26	1	8	18	8
3	CCOC(=O)c1cc(-c2ccccc2)n(CC(=O)Nc2ccc(OCC)cc2)c1C	-2	-7	-1.4	6	20	-1	1	-12	-22
4	Cc1noc(NS(=O)(=O)c2ccc(NC(=O)Cc3ccc([N+](=O)[O-])cc3)cc2)c1C	4	14	0.4	6	-1	-2	12	11	-15
5	Fc1ccc2nc3n(c2c1F)CCCCCC3	-5	26	-1.8	-10	-3	11	7	7	-1
6	CCCCc1cc(=O)oc2cc(OC(C)C(=O)NCC3CCC(C(=O)O)CC3)c(Cl)cc12 (stereo not given)	1	2	0.5	-2	12	-1	-4	-2	-4
7	COc1ccc(/C=N/NC(=O)c2ccc(NC(=O)C3CCCCC3)cc2)cc1O	-2	2	1.8	0	2	-2	-11	10	-8
8	COc1ccc(CN2CCNC(=O)C2CC(=O)N2CCCCO2)cc1OC (stereo not given)	-2	12	-1.1	-18	4	-6	0	-11	-5
9	O=C(Nc1nccs1)c1ccc(S(=O)(=O)N2CCOCC2)cc1	-3	10	1.2	-7	8	1	-4	2	-12
10	Cc1cc(Cl)ccc1NC(=S)N1CCN(Cc2ccc3c(c2)OCO3)CC1	-3	6	0.2	5	-1	0	-6	8	0
11	O=C(N/N=C/c1ccc(N2CCOCC2)s1)c1ccccc1Br	-4	2	-0.5	-3	16	1	2	-2	-14
12	CC(=O)n1nc(-c2ccccc2)nc1NCc1ccc(F)cc1	-5	-14	-0.1	1	10	4	1	11	5
13	O=C(Nc1ccnc(-c2ccncc2)n1)c1cccs1	-1	15	3.3	0	-5	1	-5	3	10
14	COC(=O)C(C)Sc1nc2ccsc2c(=O)n1Cc1ccccc1 (stereo not given)	-2	12	0.3	11	14	-1	14	33	19
15	Nc1nc(SCc2nc3scc(-c4ccccc4)c3c(=O)[nH]2)n[nH]1	-6	9	-1.2	0	-19	0	1	12	1
16	O=C(CCc1ccccc1)OCCOC(=O)CCc1ccccc1	-1	9	0.3	-6	9	7	12	-3	20
17	CS(=O)(=O)N1N=C(c2ccc3nccnc3c2)CC1c1ccccc1 (stereo not given)	-4	1	1.1	3	28	1	2	-5	13
18	CC(C)Oc1cccc(C(=O)C2CCCN(C(=O)c3noc4c3CCCC4)C2)c1 (stereo not given)	-2	-18	-3.0	12	35	-2	-15	5	-6
19	CSc1nc2[nH]c3c(c2c2nncn12)CC(C)(C)OC3	3	-11	-2.4	2	-10	0	4	-19	1
20	Cc1ccc(C(=O)NCC(=O)Nc2cccc(S(=O)(=O)NC3=NCCCCC3)c2)cc1C	-3	9	-1.4	2	-15	-4	-3	9	-4
21	O=[N+]([O-])c1cc([N+](=O)[O-])c2nonc2c1Nc1ccccc1O	-3	17	-0.6	13	-15	-2	14	36	2
22	COc1ccc(OC)c(-c2nnc(SCC(=O)NC3CCCCC3)o2)c1	0	-1	-0.5	-7	9	0	1	16	-12
23	O=C(ON=C1CCN(S(=O)(=O)c2ccccc2)CC1)c1ccc(Cl)cc1	2	11	-0.4	-7	31	2	7	7	-4
24	O=C(NCCC(=O)N1CCC2(CC1)NCCc1[nH]cnc12)c1cccc(Br)c1	-2	31	0.0	0	4	-3	-18	-6	-4
25	CC(C)CCN1CCN(Cc2nc(-c3ccc(F)cc3)cs2)CC1CCO (stereo not given)	1	4	-0.4	5	1	-1	-1	-13	-4

Reprinted from the part before: 5 entries; new compounds follow.
#	canonical_smiles	APJ agonist	Mdm2 MdmX PPI	UPR CHOP act	EBI2 block	tim23-1 inh	UPR XBP1 act	CXCR6 inh	CCR6 antagonist	APJ antagonist
21	O=[N+]([O-])c1cc([N+](=O)[O-])c2nonc2c1Nc1ccccc1O	-3	17	-0.6	13	-15	-2	14	36	2
22	COc1ccc(OC)c(-c2nnc(SCC(=O)NC3CCCCC3)o2)c1	0	-1	-0.5	-7	9	0	1	16	-12
23	O=C(ON=C1CCN(S(=O)(=O)c2ccccc2)CC1)c1ccc(Cl)cc1	2	11	-0.4	-7	31	2	7	7	-4
24	O=C(NCCC(=O)N1CCC2(CC1)NCCc1[nH]cnc12)c1cccc(Br)c1	-2	31	0.0	0	4	-3	-18	-6	-4
25	CC(C)CCN1CCN(Cc2nc(-c3ccc(F)cc3)cs2)CC1CCO (stereo not given)	1	4	-0.4	5	1	-1	-1	-13	-4
26	COc1cccc(NC(=O)c2ccc(N3C(=O)C4CC=C(C)CC4C3=O)cc2)c1 (stereo not given)	-3	5	10	6	8	-4	0	-7	11
27	CC1(C(=O)NNC(=O)c2ccc([N+](=O)[O-])cc2)CC1(Br)Br (stereo not given)	0	11	3.1	-6	-9	0	4	5	2
28	O=C(/C=C/c1ccc(Cl)cc1)c1cccnc1	-3	11	-0.7	7	-45	-1	8	32	-4
29	COc1cccc(C(=O)NCCSc2ccc(C)cc2)c1	1	5	-1.2	34	24	-1	-1	2	6
30	Cc1ccc(S(=O)(=O)N2CCN(c3ccc([N+](=O)[O-])c4cccnc34)CC2)cc1	8	-17	0.2	5	29	2	1	-10	-33
31	CCCCSc1nnc(CCCCCNC(=O)OC(C)(C)C)o1	-5	23	-1.7	2	8	-4	-2	9	-15
32	COc1ccccc1CCC(=O)N(C)CC(=O)Nc1ccc(F)cc1	-8	13	1.1	1	7	-3	2	2	-8
33	Cc1cc(OCC(=O)NCCCN2CCOCC2)cc(C)c1Cl	0	-4	0.4	4	-8	3	4	15	2
34	C=CCN1CCN(C(=O)c2oc3ccccc3c2C)CC1	-2	-3	3.4	0	5	2	0	-7	3
35	COc1cc2c(cc1OC)CN(C(=S)Nc1cccc(Cl)c1C)CC2	6	24	-2.2	3	0	-4	1	2	2
36	CCOc1ccc(C(=O)OCC(=O)Nc2ccc3c(c2)OCCO3)cc1OC	-3	2	2.5	-4	-3	-3	4	-4	-2
37	O=C(CSc1ncn[nH]1)N1CCN(S(=O)(=O)c2ccc(Cl)cc2)CC1	-4	6	-2.1	-1	19	0	0	2	11
38	COC(=O)CC1C(=O)NC2CCCCC2N1C(=O)CCl (stereo not given)	-2	32	-0.8	-5	9	-3	-19	4	14
39	C=CCN1C(=O)CS/C1=C(\C#N)S(=O)(=O)c1ccc(C)cc1	3	0	-2.7	1	11	0	10	7	-23
40	Cn1c2ccccc2c2c(C(=O)NCc3ccco3)cn(C3CCCCC3)c(=O)c21	-2	11	0.8	-2	24	-1	4	-5	3
41	COc1cc(CNC(C)c2ccccc2)c(Br)cc1OCC(N)=O (stereo not given)	-4	-23	0.0	-1	8	0	-4	1	1
42	O=C(CCCOc1ccccc1)N1CCN(C(=O)c2ccco2)CC1	1	-7	-0.8	-11	-11	2	-1	6	12
43	Cc1ccc(C2(C)NC(=O)N(CC(=O)NNC(=O)c3cc(C)oc3C)C2=O)cc1 (stereo not given)	2	11	-0.4	-2	9	0	-3	5	-19
44	Cc1nc2ccccc2n1CC(=O)NC1CCCC1	0	3	-0.2	-8	12	1	-11	5	-18
45	CCS(=O)CCSC(=N)N (stereo not given)	-1	-3	-2.2	2	3	-5	2	-14	13
46	Cc1c(Br)c(=O)oc2c(Br)c(O)ccc12	-1	2	-1.6	-2	11	-2	-1	0	13
47	C=CCNC(=O)Nc1ccc(OCC)cc1	-3	4	-0.9	-5	0	0	-5	-4	-11
48	CCC(C)c1ccccc1NC(=O)COC(=O)C1=NN(c2ccccc2)C(=O)CC1 (stereo not given)	-6	-2	-0.3	-1	-2	1	2	10	3
49	CCc1ccc(C(=O)COC(=O)c2nn(C)c(=O)c3ccccc23)cc1	-2	8	1.8	-10	6	2	4	-2	-19
50	COc1ccc(N2CCN(S(=O)(=O)c3ccc4c(c3)CCCC4)CC2)c([N+](=O)[O-])c1	1	17	5.6	26	17	-4	-3	22	4

2 entries picked at random from the list so far:
#	canonical_smiles	APJ agonist	Mdm2 MdmX PPI	UPR CHOP act	EBI2 block	tim23-1 inh	UPR XBP1 act	CXCR6 inh	CCR6 antagonist	APJ antagonist
50	COc1ccc(N2CCN(S(=O)(=O)c3ccc4c(c3)CCCC4)CC2)c([N+](=O)[O-])c1	1	17	5.6	26	17	-4	-3	22	4
37	O=C(CSc1ncn[nH]1)N1CCN(S(=O)(=O)c2ccc(Cl)cc2)CC1	-4	6	-2.1	-1	19	0	0	2	11

(listing goes on)
#	canonical_smiles	APJ agonist	Mdm2 MdmX PPI	UPR CHOP act	EBI2 block	tim23-1 inh	UPR XBP1 act	CXCR6 inh	CCR6 antagonist	APJ antagonist
51	Cc1nc(NC(=O)c2ccc(Br)o2)sc1C	-1	-138	2.2	-10	21	-2	0	-2	12
52	Cc1cc(C)nc(SCC(=O)Nc2nc(-c3ccccc3)c(-c3ccccc3)o2)n1	-2	-1	-0.6	-11	1	-1	4	5	10
53	O=C(CSc1nnc(CNC(=O)c2ccco2)o1)Nc1nc2ccccc2s1	2	-4	2.7	-1	-10	2	-8	-13	-2
54	Clc1ccc(CCNc2ncnc3nc[nH]c23)cc1	-3	-3	2.3	4	9	0	-14	-13	-2

Sorted by value in APJ antagonist (high to low): three of the compounds above.
item | molecule | APJ antagonist
51 | Cc1nc(NC(=O)c2ccc(Br)o2)sc1C | 12
52 | Cc1cc(C)nc(SCC(=O)Nc2nc(-c3ccccc3)c(-c3ccccc3)o2)n1 | 10
54 | Clc1ccc(CCNc2ncnc3nc[nH]c23)cc1 | -2

Compound profiles, from the list above. Order of screens: APJ agonist, Mdm2 MdmX PPI, UPR CHOP act, EBI2 block, tim23-1 inh, UPR XBP1 act, CXCR6 inh, CCR6 antagonist, APJ antagonist
Shown for Cc1cc(C)nc(SCC(=O)Nc2nc(-c3ccccc3)c(-c3ccccc3)o2)n1 = -2, -1, -0.6, -11, 1, -1, 4, 5, 10
Shown for Cc1noc(NS(=O)(=O)c2ccc(NC(=O)Cc3ccc([N+](=O)[O-])cc3)cc2)c1C = 4, 14, 0.4, 6, -1, -2, 12, 11, -15

Some of the compounds tested; rates above refer to the full screens.
